RAD54 inh = inhibitors of human RAD54 branch migration. Q92698. RAD54 Holliday junction branch migration, FAM/BHQ fluorescence. inhibition, % at 10.4 µM. 360,000 tested, 0.14% active. AID 602329;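 active means mean normalized replicate activity at least 40 and at least half of replicates scoring 40 or more; inconclusive means only one of the two criteria met; inactive means mean below 40 and under half of replicates reaching 40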;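 further: 0% = median of neutral control wells and 100% = median of positive control wells; inhibitors cause a drop in the FAM fluorescence signal; in these data hits start at about 50%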
Target sequence (Q92698 whole entry, looked up): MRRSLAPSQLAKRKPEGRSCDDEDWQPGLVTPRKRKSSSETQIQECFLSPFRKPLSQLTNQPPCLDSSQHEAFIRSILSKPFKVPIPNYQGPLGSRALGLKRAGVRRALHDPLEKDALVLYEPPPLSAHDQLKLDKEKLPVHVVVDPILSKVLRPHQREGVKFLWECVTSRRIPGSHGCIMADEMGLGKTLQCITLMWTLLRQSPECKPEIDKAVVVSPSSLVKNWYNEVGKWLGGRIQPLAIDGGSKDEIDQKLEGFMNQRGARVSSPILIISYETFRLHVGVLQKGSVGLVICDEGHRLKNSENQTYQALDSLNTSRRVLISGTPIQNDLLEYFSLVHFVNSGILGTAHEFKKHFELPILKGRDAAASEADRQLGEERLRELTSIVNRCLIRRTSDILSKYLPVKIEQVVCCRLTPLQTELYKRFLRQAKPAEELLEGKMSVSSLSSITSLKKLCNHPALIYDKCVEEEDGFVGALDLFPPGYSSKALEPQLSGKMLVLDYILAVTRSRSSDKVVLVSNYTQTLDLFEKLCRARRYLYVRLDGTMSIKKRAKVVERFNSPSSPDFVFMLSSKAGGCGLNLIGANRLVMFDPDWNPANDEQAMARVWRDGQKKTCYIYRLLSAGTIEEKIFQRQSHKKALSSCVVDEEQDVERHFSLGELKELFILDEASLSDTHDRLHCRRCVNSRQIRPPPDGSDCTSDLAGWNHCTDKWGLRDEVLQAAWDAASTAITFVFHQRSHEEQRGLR
S100A4 MyoIIA = blocks human S100A4 binding to myosin IIA peptide; S100A4/TAMRA-MyoIIA peptide fluorescence polarization; 360,000 tested, 0.14% active; P26447; inhibition, % at 10.7 µM;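 active means mean inhibition of at least 70% across replicates, with every replicate also reaching that level; inconclusive means mean inhibition reaches 70% but some replicates fall short; inactive means mean inhibition below 70%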
Target sequence (P26447 whole entry, looked up): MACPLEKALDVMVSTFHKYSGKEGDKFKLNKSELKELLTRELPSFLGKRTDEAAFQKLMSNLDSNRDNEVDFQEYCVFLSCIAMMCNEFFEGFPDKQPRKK
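Material: S100A4 monomer protein | Medium: HEPES pH 7.2 with CaCl2, KCl, NaCl, DTT, Triton | Reagent: Labelled myosin peptide probe, 5 nM | Doses: One dose per compound | Times: 5 min incubation before reading | Benchmarks: Neutral control DMSO, positive control TFP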
FN deposition inh = fibronectin deposition inhibition. AID 743247. inhibition, % at 12.6 µM. 350,000 tested, 0.086% active. AH1F fibroblasts, Alexa488-fibronectin deposition fluorescence, overnight;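 active means mean inhibition across replicates of 30% or more, regardless of how many single replicates reach that level; inconclusive means mean under 30% yet at least half of replicates reach 30%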;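 further: positive control wells lacked labelled fibronectin entirely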
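Measured by – fluorescence 485/525 nm · System – AH1F fibroblast monolayer, labelled fibronectin deposition · Amount – 10000 cells per well · Buffer or medium – serum-reduced DMEM (2% serum) · Doses – single dose, pinned · Also added – fluorescent fibronectin at 24 nM final · Schedule – 1 h cell attachment, overnight exposure to compound and label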
E-sel inducer = induces E-selectin expression in human endothelial cells; P16581; HUVEC E-selectin immunofluorescence imaging; normalized: neutral wells 0, TNF-alpha wells 100; activation, % at 7.58 µM; 260,000 tested, 0.37% active; AID 686992;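 active means mean E-selectin-positive cell signal at least 10% of the positive control, reached in at least 60% of replicates, without over 20% cell loss; inconclusive means no rule given, readout overlaps actives, possibly toxicity-flagged; inactive means the rest, including those meeting only one limit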;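 further: in these data hits start at about 27%; measured in HUVEC primary endothelial cells; signal is the percent of cells scored E-selectin positive by PE staining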
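material = human umbilical vein endothelial cells (HUVEC), E-selectin induction | quantity = 3,000 cells/well | medium = EGM-2 growth medium on 0.1% gelatin-coated wells | technique = immunofluorescence imaging | read-out basis = % PE-positive cells | control set = TNF-alpha positive control, DMSO neutral control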
EWS-Fli block = EWS/Fli transcriptional activity inhibition. A673 NR0B1-luciferase reporter, viability-normalised. inhibition, % at 12.6 µM. 350,000 tested, 0.67% active;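 active means mean inhibition of at least 50% after viability correction, with every replicate also passing that limit; inconclusive means mean reaches 50% but only one of two replicates passes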;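 further: firefly luciferase signal divided by Alamar Blue viability fluorescence both relative to DMSO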
esBAF inh = inhibitors of esBAF chromatin remodeling in mouse ES cells. Bmi1-luciferase knock-in reporter, 24 h; 100% = twice the neutral-well signal. reporter increase, % at 12.5 µM. 350,000 tested, 2% active; in the data active means activation above about 40%; inconclusive means no clear call, values can overlap the other calls;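 further: 0% = median of the plate's neutral control wells and 100% = double that signal; a rise in the Bmi1 reporter signal indicates esBAF inhibition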
XiGFP reactiv = reactivates the inactive X chromosome in mouse fibroblasts; XiGFP mouse fibroblasts, % GFP-positive cells imaging, 3 d; cells co-treated with 5-aza-dC sensitizer; scaled so ellipticine positive control = 100%; activation, % at 7.58 µM; 360,000 tested, 0.055% active; AID 743238;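 active means mean normalized replicate activation at least 10% and every replicate at or above 10%; inconclusive means only one of the two criteria met; inactive means mean below 10% and not all replicates reach 10%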;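 further: 0% = median of on-plate neutral control wells and 100% = ellipticine 6 µM median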
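Schedule: 3 d treatment, 15 min room-temperature fixation; system: 68-5-11 XiGFP fibroblast line; buffer or medium: DMEM plus 5-aza-dC sensitizer; control set: ellipticine 6 µM positive control; compound: one concentration, pinned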
RAD52 inh = blocks human RAD52 DNA annealing; P43351; recombinant RAD52 DNA annealing, FRET fluorescence; inhibition, % at 18.7 µM; 360,000 tested, 0.46% active; AID 651710;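 active means every replicate showing at least 50% inhibition; inconclusive means mean inhibition at least 50% but not in every replicate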
* hit, by the source's call; ? = inconclusive; . = no result given; & = joins results of further samples.

Screens in order: RAD54 inh	S100A4 MyoIIA	FN deposition inh	E-sel inducer	EWS-Fli block	esBAF inh	XiGFP reactiv	RAD52 inh
> COc1ccc2c3c(n(C)c2c1)[C@H](CO)N(Cc1ccccc1Cl)CC31CCN(C(=O)CN(C)C)CC1
→ .	8	.	0.3	3	.	0.1	-20
> O=C(C[C@H]1C=C[C@H](NC(=O)NC2CCCCC2)[C@H](CO)O1)NCc1ccc(F)cc1
→ 9	-1	-10	-0.3	-5	2	0.0	-4
> S=C1NC[C@H](c2ccccc2)N1CCCCC1CCCCC1
→ 12	-1	6	0.3	4	-3	0.1	-2
> CC(C)NC(=O)N(C)C[C@@H]1Oc2ccc(NC(=O)Nc3cccc4ccccc34)cc2CC(=O)N([C@@H](C)CO)C[C@H]1C
→ 0	2	.	-0.4	-1	-1	0.0	16
> Cc1ccc(NC(=O)N2CCCCCC2)cc1
→ 0	-3	8	.	-78	31	0.1	3
> COC(=O)C1=C(N)OC2=C(C(=O)CC(C)(C)C2)C1c1ccccc1OC (configuration not stated)
→ 2	21	-4	1.3	1	-5	-0.1	-17
> COc1ccc(CNc2oc(-c3cccc4ccccc34)nc2C#N)cc1
→ -3	-5	.	.	14	-9	.	-6
> O=C(Nc1ccccc1C(=O)Nc1ccccc1)c1ccccc1F
→ 1	-6	-5	.	5	2	0.2	-8
> CCN(CC(=O)Nc1ccccc1OC)C(=O)c1cc(-c2ccccc2)nn1-c1ccccc1
→ 14	-4	-6	.	7	-11	0.2	-6
> CCOC(=O)C1CCN(C(=O)CCCOc2ccccc2)CC1
→ -12	-3	.	.	.	34	.	15
> Clc1ccccc1CSc1ncccn1
→ -3	0	.	.	-18	14	.	4
> COc1ccc(NC(=O)CN(C)C(=O)Cc2coc3cc(C)c(C)cc23)cc1
→ -1	-1	1	0.9	2	-6	0.0	-11
> O=C(CNC(=O)c1cccs1)Nc1ccc2c(c1)OCCO2
→ -12	7	.	0.4	-1	-7	-0.1	-11
> N#Cc1ccc(-c2nc3ccc(Br)cn3c2Cc2cccc(Cl)c2)cc1
→ -5	0	-2	0.1	-39	3	-0.1	-33
> COc1ccc(C[C@H]2CN3C(=NC[C@@H]3C(C)C)N2CCNC(=O)CCC2CCCCC2)cc1
→ -6	.	-1	-0.1	7	0	0.3	.
> O=C(COC(=O)Cc1c[nH]c2ccccc12)Nc1ccccc1C(F)(F)F
→ -7	0	11	.	8	-3	0.1	-20
> C[C@H](CO)N1C[C@H](C)[C@H](CN(C)C(=O)NC2CCCCC2)Oc2c(NC(=O)Nc3ccc4c(c3)OCO4)cccc2C1=O
→ 2	-2	.	8.3	1	7	-0.1	-3
> O=C(NC(Cc1ccccc1)C(=O)NCCc1ccccn1)c1cccs1 (configuration not stated)
→ 7	-2	-1	0.2	-9	-6	0.0	-7
> C=CCN(c1ccccc1)S(=O)(=O)c1cccc(C(=O)Nc2cc(C)ccn2)c1
→ -4	-8	-4	.	-92	?	0.1	-12
> COC(=O)C1=C(C)N(Cc2ccccc2C(F)(F)F)C(=NCc2ccc(OC)cc2)NC1c1ccc(Cl)cc1 (configuration not stated)
→ .	-2	-13	-0.2	13	.	0.1	-10

Further results:
Screens in order: RAD54 inh	S100A4 MyoIIA	FN deposition inh	E-sel inducer	EWS-Fli block	esBAF inh	XiGFP reactiv	RAD52 inh
> CCCN(CC(=O)Nc1ccccc1C)C(=O)c1ccc(S(=O)(=O)N2CCCCC2)cc1
→ 4	-2	.	0.2	-2	-7	0.5	-11
> COc1ccc(S(=O)(=O)N(C)C[C@H]2OCCCC[C@H](C)Oc3ccc(NC(=O)c4ccncc4)cc3C(=O)N([C@@H](C)CO)C[C@@H]2C)cc1
→ -7	-13	-5	1.5	26	-4	0.2	4
> CCC(=O)N1[C@@H]2c3cccc(=O)n3C[C@@H]2[C@@H](CO)[C@@H]1C(=O)NCc1ccc(F)cc1
→ -8	9	.	-0.3	-2	-2	-0.1	12
> Cc1c(Cl)cccc1NC(=S)NCCc1ccc(S(N)(=O)=O)cc1
→ 15	-17	1	1.3	1	-4	0.0	-6
> CSc1cccc(NC(=O)CC2Oc3ccccc3NC2=O)c1 (configuration not stated)
→ 6	1	-2	.	7	-2	0.0	-3
> O=C(CC1CCCCC1)Nc1nc2ccccc2s1
→ .	3	-9	.	-57	.	0.0	-5
> Cc1ccc(S(=O)(=O)N(C)C[C@@H]2Oc3ccc(NC(=O)CCN4CCOCC4)cc3CC(=O)N([C@H](C)CO)C[C@H]2C)cc1
→ -8	-1	.	0.1	8	-4	0.0	10
> C[C@H]1CN([C@@H](C)CO)C(=O)c2cccc(N(C)C)c2O[C@@H]1CN(C)C(=O)Nc1cccc2ccccc12
→ 4	-2	4	2.5	8	6	-0.5	-1
> Nc1ccc([N+](=O)[O-])cc1C(=O)NNC(=O)c1ccco1
→ 0	2	3	1.1	6	.	0.0	3
> Cc1ccc(-c2ccc(C3[C@H]4CNC[C@@H]3N4S(=O)(=O)c3cn(C)cn3)cc2)cc1 (some centres not stated)
→ .	-18&-20	-2&-1	0.1&0.0	3&3	.	0.0&0.4	10&40
> O=C(CNC(=O)c1ccc(Br)cc1)NCC(=O)OCC(=O)c1ccccc1
→ .	13	.	.	2	.	0.0	-3
> C[C@@H]1CCCCO[C@@H](CN(C)S(=O)(=O)c2cn(C)cn2)[C@@H](C)CN([C@H](C)CO)C(=O)c2cc(NC(=O)C3CCCCC3)ccc2O1
→ -1	-2	.	?	-11	4	0.0	2
> Cn1nc(C(C)(C)C)cc1NC(=O)C1(C)CCN1C(=O)CC(c1ccccc1)c1ccccc1 (configuration not stated)
→ -1	-1	15	0.8	8	-2	0.1	-2
> CC(C)c1cccc(-c2csc(C(O)c3ccc(F)c(F)c3)n2)c1 (configuration not stated)
→ -10	-4	5	-0.1	0	-11	0.2	-96
> O=c1cc(-c2c(F)c(F)c(F)c(F)c2F)oc2ccccc12
→ 7	5	.	.	49	-8	.	-5
> CC1CCCN(c2ccc(N)cc2C(N)=O)C1 (configuration not stated)
→ -3	-2	1	.	1	16	0.1	-12
> NC(=O)[C@@H]1CCCN1Cc1nc(-c2ccccc2)no1
→ 10	-4	.	.	-3	0	0.1	-11
> CCC(=O)N1CCCC(C(=O)NCc2ccc(C(C)C)cc2)CC1 (configuration not stated)
→ 8	-3	-2	-0.1	-3	0	0.0	-1
> C[C@H]1CN([C@@H](C)CO)C(=O)c2cc(NS(=O)(=O)c3ccccc3)ccc2O[C@@H]1CN(C)Cc1ccc(-c2ccccc2)cc1
→ -8	-3	.	0.1	5	2	0.0	-25
> COc1cccc(-c2cc3nc4c(c(NCC(C)(C)CN(C)C)n3n2)CCCC4)c1
→ .	-1	25	3.8	-25	.	0.0	32

Later entries:
Screens in order: RAD54 inh	S100A4 MyoIIA	FN deposition inh	E-sel inducer	EWS-Fli block	esBAF inh	XiGFP reactiv	RAD52 inh
> CCC(C)(CCNC(=O)Cc1ccccc1)c1ccccc1OC (configuration not stated)
→ 7	-2	0	-0.1	8	-1	0.2	-12
> COC(=O)C[C@@H]1CC[C@@H]2[C@@H](COc3ccc(NC(=O)Nc4ccc(C#N)cc4)cc3C(=O)N2C)O1
→ 8	2	-6	0.7	78*	2	0.2	-20
> C[C@H]1CN([C@@H](C)CO)C(=O)Cc2cc(NS(=O)(=O)c3ccc(Cl)cc3)ccc2O[C@H]1CN(C)Cc1ccc2c(c1)OCO2
→ -16	13	.	0.0	-8	-4	-0.2	-2
> Cc1cc(C)cc(NC(=O)CSc2nnc(NC(=O)C3CC3)s2)c1
→ 6	-33	4	.	-6	-2	0.2	-17
> O=C(Nc1ccc2c(c1)OCCO2)Nc1ccc2c(c1)OCO2
→ .	-5	12	.	11	-37	0.1	-8
> COc1ccccc1/C=C/C1=NC(=C\C=C/c2ccccc2)/C(=O)O1
→ .	3	-7	.	-8	.	0.3	-18
> CCn1c(C(=O)NC(C)c2ccc3c(c2)OCCO3)cc2sccc21 (configuration not stated)
→ -5	1	-7	0.1	-22	12	2.5	-16
> CC1CN(Cc2nc3ccccc3c(=O)[nH]2)CC(C)O1 (configuration not stated)
→ .	2	1	.	-1	.	0.0	2
> CN(C)C(=O)c1cccc(-c2ccc3c(c2)[C@@H]2[C@@H](CCN2C(=O)C2CCCCC2)[C@@H](CO)N3)c1
→ -8	.	-1	0.3	-5	6	0.1	.
> CCC(C(=O)N1CCN(S(C)(=O)=O)CC1)c1ccccc1 (configuration not stated)
→ .	3	.	.	-5	0	.	-15
> CN1C(=O)c2cc(NC(=O)Cc3cccs3)ccc2OC[C@@H]2O[C@H](CC(=O)NCCCN3CCOCC3)CC[C@H]21
→ 0	5	-2	-0.1	-5	-1	0.0	6
> NS(=O)(=O)c1ccc(CNC(=O)c2cccnc2Cl)cc1
→ -2	-8	0	0.0	7	-14	0.3	-15
> C[C@@H]1CN([C@H](C)CO)S(=O)(=O)c2ccc(C#Cc3cccnc3)cc2O[C@H]1CN(C)CC1CCCC1
→ 4	-18	.	0.4	-11	-6	-0.9	-27
> O=C(NCCNc1ccccc1[N+](=O)[O-])c1cc(F)c(F)cc1Cl
→ -1	0	1	0.0	-102	36	0.1	-14
> Cc1ccc(C(=O)NN2C(=O)C3C4C=CC(C5CC45)C3C2=O)cc1 (configuration not stated)
→ .	-5	20	.	-1	.	0.0	-10
> CCOc1ccccc1NC(=O)c1cc(C(=O)c2cc(OC)ccc2O)coc1=N
→ -5	.	3	0.0	.	.	0.1	.
> Cc1cc(C(=O)NP(=O)(N2CC(C)OC(C)C2)N2CC(C)OC(C)C2)c(C)n1C1CC1 (configuration not stated)
→ .	12	8	.	-1	.	0.0	-6
> Cc1noc(C)c1NC(=O)Nc1ccc2c(c1)C(=O)N([C@H](C)CO)C[C@@H](C)[C@H](CN(C)C(=O)Nc1ccc3c(c1)OCO3)O2
→ 8	10	.	0.1	4	1	0.1	-2
